TPT1 inh – inhibitors of Candida albicans tRNA 2'-phosphotransferase TPT1; recombinant caTPT1, FP RNA substrate dephosphorylation; inhibition, % at 5 µM; 300,000 compounds, 0.81% hits; AID 1962;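 active means inhibition above the mean of all tested compounds plus 3 SD, set per screening campaign, cut at about 24% in these data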;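 further: plate controls were DMSO alone for no effect and ferristatin control at 100 nM for full effect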
CR mimetic SO – lowers age-related superoxide in aged yeast cells; S. cerevisiae aged cells, superoxide DHE fluorescence; active compounds read low; superoxide response (% of plate mean), % at 10 µM; 330,000 compounds, 0.18% hits; AID 2690;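 active means superoxide response under a set limit, about three screen SD below normal, cut at about 65% in these data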;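 further: yeast aged for seven days with compound at 30 °C before DHE staining; 100% = average MFI of all compound-treated wells on the plate with controls excluded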
core dimer inh – HCV core protein dimerization inhibition; inhibition, % at 5 µM; TR-FRET GST/Flag-core106 dimerization, 1536-well; 300,000 compounds, 0.33% hits;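 active means inhibition above the mean of all tested compounds plus 3 SD, set per screening campaign, cut at about 45% in these data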
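Assay system: tagged HCV core106 pair (GST and Flag); medium: KF-containing HEPES buffer, pH 7.45, DTT, CHAPS, BSA; also added: Eu donor and XL665 acceptor anti-tag antibodies; dosing: 5 µM single dose; timing: compound-protein-antibody incubation 4 h at 22.5 °C; signal: TR-FRET 671 and 617 nm emission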
PP5 primary – PP5 (human) phosphatase inhibition; P53041; purified PP5c, OMFP substrate fluorescence; inhibition, % at 6.7 µM; 320,000 compounds, 0.18% hits; AID 1987;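 active means inhibition above the campaign's mean inhibition across all tested compounds plus 3 SD, cut at about 9.5% in these data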;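 further: 0% = DMSO only and 100% = 100 µM cantharidin control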
Target sequence (P53041 whole entry, looked up): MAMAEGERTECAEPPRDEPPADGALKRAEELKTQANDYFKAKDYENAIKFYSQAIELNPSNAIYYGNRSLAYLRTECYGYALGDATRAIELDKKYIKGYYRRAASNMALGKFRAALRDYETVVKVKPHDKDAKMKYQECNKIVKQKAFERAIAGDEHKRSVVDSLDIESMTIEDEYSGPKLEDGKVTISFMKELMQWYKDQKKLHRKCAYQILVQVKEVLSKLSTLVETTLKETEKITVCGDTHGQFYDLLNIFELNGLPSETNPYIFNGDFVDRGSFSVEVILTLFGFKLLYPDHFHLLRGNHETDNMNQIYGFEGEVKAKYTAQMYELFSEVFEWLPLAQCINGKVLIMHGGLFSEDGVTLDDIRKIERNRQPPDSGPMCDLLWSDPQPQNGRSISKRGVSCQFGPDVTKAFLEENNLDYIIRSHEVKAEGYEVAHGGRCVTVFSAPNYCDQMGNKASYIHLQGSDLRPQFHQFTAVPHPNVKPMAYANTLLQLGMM
EBNA-1 inhibitor – blocks EBNA-1 binding to DNA | EBNA-1 DNA binding, fluorescence polarization | inhibition, % at 14.8 µM | 300,000 compounds, 0.34% hits; in the data active means inhibition above about 28%
ZTA DNA inh – ZTA (EBV) inhibition in EBNA-1 counter-screen. P03206. ZTA-DNA binding, fluorescence polarization. inhibition, % at 11 µM. 320,000 compounds, 0.15% hits. AID 2234; in the data active means inhibition above about 33%
JMJD2C inh – blocks human GASC-1 demethylase activity. Q9H3R0. GST-JMJD2C(1-420) H3K9me3 demethylation, DELFIA europium. inhibition, % at 2.35 µM. 330,000 compounds, 0.069% hits;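 active means more than half of a compound's replicate wells show inhibition beyond 50%, single wells judged on their own value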;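 further: signal counts dimethyl H3K9 product captured on neutravidin plate; 0% = median of DMSO wells and 100% = 0.3 times that DMSO median; strong numbers were not always called active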
Target sequence (Q9H3R0 1-420 limits assumed): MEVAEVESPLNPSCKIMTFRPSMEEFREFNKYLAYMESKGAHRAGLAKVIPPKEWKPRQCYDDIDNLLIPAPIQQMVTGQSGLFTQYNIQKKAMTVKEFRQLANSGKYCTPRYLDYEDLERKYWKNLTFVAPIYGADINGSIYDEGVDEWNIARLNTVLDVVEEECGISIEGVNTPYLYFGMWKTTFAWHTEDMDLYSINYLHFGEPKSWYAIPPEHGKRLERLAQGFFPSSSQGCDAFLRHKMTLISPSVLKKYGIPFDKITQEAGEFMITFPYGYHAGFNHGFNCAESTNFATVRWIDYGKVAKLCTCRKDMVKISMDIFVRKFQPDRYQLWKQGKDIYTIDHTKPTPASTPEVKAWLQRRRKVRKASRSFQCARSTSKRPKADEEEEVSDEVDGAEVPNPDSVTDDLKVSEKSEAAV
PP1 inh – blocks human PP1-alpha phosphatase, a PP5 counter-screen. inhibition, % at 6.7 µM. P62136. purified PP1alpha, OMFP fluorescence. 320,000 compounds, 0.9% hits;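 active means inhibition above the mean inhibition of all tested compounds plus 3 SD, computed separately for each screening campaign, cut at about 15% in these data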
CTSL1 counter – blocks F. hepatica cathepsin L1 in PFM18AAP counter-screen; recombinant F. hepatica cathepsin L1, Z-Leu-Arg-MCA fluorescence; inhibition, % at 5.96 µM; 300,000 compounds, 0.49% hits; AID 1906;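 active means inhibition above the mean of all tested compounds plus 3 SD, set per screening campaign, cut at about 17% in these data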;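 further: 0% = plate median of test compound wells and 100% = 1 µM Z-Phe-Ala-diazomethylketone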
* = called active by the depositor; · = no result given.

SMILES | TPT1 inh | CR mimetic SO | core dimer inh | PP5 primary | EBNA-1 inhibitor | ZTA DNA inh | JMJD2C inh | PP1 inh | CTSL1 counter
Cc1c(Cl)cccc1N/C(SCC(=O)N1CCCCCC1)=C(/C#N)c1nc2ccccc2s1 | 3 | 66 | 15 | -0.6 | -8 | -15 | -4 | -2 | 5
Cc1ccc(S(=O)(=O)N2CCC(C(=O)NCCC3=CCCCC3)CC2)cc1C | 1 | 114 | 3 | 2.2 | -4 | 0 | -10 | 0 | -1
Cc1occc1C(=O)Nc1cccc(C(=O)NCc2ccccc2)c1 | 0 | 131 | 3 | 2.7 | -11 | -8 | -4 | 1 | -1
O=C(NC(C(=O)O)c1ccccc1)c1ccc(S(=O)(=O)N2CCOCC2)cc1 (configuration not stated) | 0 | 109 | -1 | 3.5 | -12 | -11 | -4 | 0 | -2
COc1ccccc1N(CC(=O)NC1CCCC1)S(=O)(=O)c1ccc(C)cc1 | -1 | 99 | 3 | 2.7 | -7 | -2 | -6 | 0 | 0
Cc1nn2c(-c3ccncc3)ccnc2c1Br | -2 | 105 | 1 | 1.7 | -1 | 1 | -4 | -3 | 6
CCCCCNc1nc2sc3c(c2c(=O)n1-c1cccc(Cl)c1)CCN(C)C3 | 13 | 107 | 8 | -3.1 | 2 | 16 | · | -2 | -1
CCOC(=O)CC(=O)CSc1nc2c(cc1C#N)CCCCCC2 | 20 | 100 | -3 | 1.4 | 5 | -8 | 0 | 5 | 2
COCC(=O)Nc1nnc(SCC(=O)NCc2cccs2)s1 | 1 | 102 | -1 | -0.4 | -7 | -5 | -4 | -1 | -1
Cn1c(=O)c(=O)n(C)c2cc(N3CCOCC3)c(NS(=O)(=O)c3ccc([N+](=O)[O-])cc3)cc21 | -1 | 107 | -9 | 3.2 | -11 | -8 | 0 | 1 | -6
Cc1ccccc1C1CC(c2cccs2)=NN1S(C)(=O)=O (configuration not stated) | 4 | 103 | 1 | -2.0 | 6 | 9 | 6 | -3 | 0
O=C1C=CC(=O)N1c1ccc(OC(F)F)cc1 | 14 | 70 | 3 | -0.8 | 6 | 13 | -4 | -1 | 1
O=C(CSc1nc2ccccc2c(=O)n1CCCC(=O)N1CCCC1)NCc1ccco1 | 0 | 93 | -7 | 0.9 | -4 | -4 | -6 | -1 | -1
CCOC(=O)C1CCCN(C(=O)c2cccc(S(=O)(=O)N(C)c3ccc(C)cc3)c2)C1 (configuration not stated) | · | 116 | · | 2.2 | · | -3 | 5 | 0 | ·
Cc1ccc(-c2nc(SCC(=O)NCC3CCCO3)c(-c3ccc(C)cc3)[nH]2)cc1 (configuration not stated) | -3 | 113 | -9 | 4.3 | -7 | -2 | -15 | 0 | 4
Cc1ccc(NC(=S)N2CCCN(Cc3ccc(F)cc3)C2)c(C)c1 | 1 | 101 | 8 | 0.3 | -5 | -3 | -7 | -9 | -3
O=S(=O)(c1cccc2nsnc12)N1CCc2ccccc2C1 | 0 | 126 | 0 | 1.6 | 5 | -10 | 0 | -2 | -5
CCOC(=O)c1c(NC(=O)CSC(=S)N(C)C)sc(C)c1C | 1 | 88 | 12 | 3.1 | 0 | -3 | 5 | 2 | 2
COC(=O)c1ccc2c(=O)n(CC3CCCO3)c(SCC(=O)Nc3ccc(OC)cc3OC)nc2c1 (configuration not stated) | -1 | 100 | 5 | 4.2 | -10 | -14 | -3 | -2 | 1
COc1ccc(C(=O)N/C(=C\c2cn(C)c3ccccc23)C(=O)NCCCN2CCOCC2)cc1OC | 0 | 81 | -12 | 2.3 | -18 | 4 | 8 | 6 | -2
Cc1ccc(S(=O)(=O)NNC(=O)Nc2ccc([N+](=O)[O-])cc2)c(C)c1 | -1 | 107 | 0 | 3.5 | 3 | 0 | -2 | -1 | 2
Cc1ccc(-c2[nH]nc3c2C(c2ccccc2OC(=O)N2CCOCC2)C(C#N)=C(N)O3)cc1 (configuration not stated) | -2 | 70 | -4 | 0.5 | 4 | -3 | · | 0 | 4
CCN(CC)CCCN=Cc1c(O)n(-c2cccc(C)c2)c(=O)c2ccccc12 | 3 | 80 | -1 | 1.4 | -2 | -9 | -17 | -2 | 5
CCOC(=O)/C(C)=N/NC(=O)c1ccc([N+](=O)[O-])cc1 | 3 | 109 | -1 | 4.2 | -5 | -3 | -12 | -1 | -8
COCCCNC(=O)c1c(N)n(-c2ccc3c(c2)OCO3)c2nc3ccccc3nc12 | -1 | 96 | -3 | 5.4 | -8 | -15 | 16 | 5 | 5
Later entries.
SMILES | TPT1 inh | CR mimetic SO | core dimer inh | PP5 primary | EBNA-1 inhibitor | ZTA DNA inh | JMJD2C inh | PP1 inh | CTSL1 counter
Cc1ccc(C)c(NC(=O)c2cc(C)nc3ccccc23)c1 | 7 | 99 | -5 | 2.2 | -3 | -3 | -22 | -1 | 10
Cc1cc(NC(=O)c2cc(Cl)ccc2Cl)no1 | 1 | 79 | 0 | 1.5 | 16 | 11 | -3 | -3 | 1
CCOC(=O)C1CCN(C(=O)CSc2ccccc2Cl)CC1 | -4 | 109 | 2 | -0.2 | 5 | 10 | -4 | -4 | 3
Cc1cccc(C(=O)Nc2nccs2)c1[N+](=O)[O-] | 2 | 107 | -5 | -1.3 | 2 | 9 | -1 | 2 | 3
Cc1cc(C)cc(NC(=S)N2CCN(C(=O)c3ccco3)CC2)c1 | 0 | 99 | -2 | 2.9 | -3 | 7 | -1 | -3 | 1
CC(C)Oc1ccc(S(=O)(=O)N2CCOCC2)cc1NC(=O)c1ccc(N2CCCC2=O)cc1 | 1 | 100 | 4 | 0.8 | 1 | -17 | 16 | -3 | 0
O=C(O)c1ccc(CSc2nnc(-c3cccnc3)n2-c2ccc(Br)cc2)cc1 | -1 | 87 | -23 | 1.8 | 0 | -9 | -10 | 2 | -3
CNc1c(NS(=O)(=O)c2ccc(F)cc2)c(=O)oc2ccccc12 | 2 | 102 | -1 | -0.1 | 0 | 3 | -19 | 1 | -1
CC1CC(C)CN(C(=O)c2ccc(C(=O)c3ccccc3)cc2)C1 (configuration not stated) | 4 | 103 | 1 | -0.5 | 2 | 7 | -4 | -3 | -1
Cc1ccccc1CN(c1ccc(C(=O)N/N=C/c2ccc(OCC(N)=O)cc2)cc1)S(C)(=O)=O | -1 | 91 | 3 | 4.6 | -3 | -30 | -6 | -1 | 3
COc1ccc(NC(=O)CCN=C2NS(=O)(=O)c3ccccc32)cc1S(=O)(=O)N(C)C | · | 95 | · | 0.3 | · | 4 | -10 | -1 | ·
N/C(=N\OC(=O)c1cccs1)c1cccc(Br)c1 | 0 | 108 | 3 | -0.1 | -3 | -4 | -3 | 1 | -1
Cc1nn2c(NCc3cccnc3)c3c(nc2c1-c1ccccc1)CCC3 | -2 | 103 | 1 | 3.5 | -4 | -11 | · | 1 | -2
COC(=O)c1ccccc1NC(=O)c1cc(C2CC2)on1 | -1 | 105 | -11 | 3.6 | 1 | 10 | -1 | 0 | -1
CCOc1cc(/C=N/n2cnnc2)ccc1O | -3 | 94 | -6 | 0.7 | 16 | -9 | -2 | -2 | -2
Cn1cc(S(=O)(=O)N2CCCC2)cc1C(=O)N1CCN(c2cccc(Cl)c2)CC1 | 0 | 90 | 10 | 2.5 | 8 | 4 | -1 | 5 | 0
O=C1NC(=S)N/C1=C\c1cccnc1 | -2 | 100 | -1 | -1.1 | 2 | 2 | 4 | 0 | 0
O=C(NCCS(=O)(=O)c1ccc(Br)cc1)c1ccc(Cl)cc1Cl | -4 | 103 | 4 | 0.5 | -3 | 12 | 4 | -2 | -1
COc1ccc(CCC2(C)NC(=O)NC2=O)cc1 (configuration not stated) | 0 | 103 | -1 | 1.7 | 2 | -12 | 3 | -8 | -6
Cc1ccc(Cl)cc1N(CC(=O)NCc1ccccc1)S(C)(=O)=O | -1 | 95 | 3 | 0.3 | 0 | 5 | 9 | 0 | -4
COc1cc(NC(=O)c2sc3ncn(CC(=O)N4CCC(C)CC4)c(=O)c3c2C)cc(OC)c1OC | 0 | 100 | -10 | 1.2 | 0 | -16 | -8 | 9 | 5
CCOC(=O)N1CCN(S(=O)(=O)c2ccc(C)cc2)C1 | 0 | 108 | -1 | 6.8 | 4 | 14 | -5 | 4 | 3
CCOC(=O)C(=NC1CCS(=O)(=O)C1)NNc1cc(Cl)ccc1Cl (configuration not stated) | 0 | 80 | -5 | 3.7 | 4 | -10 | 4 | 5 | 3
O=C(CN(Cc1ccc(Br)cc1)S(=O)(=O)c1ccccc1)NCc1ccncc1 | 3 | 95 | 4 | 0.3 | -12 | -14 | -2 | -4 | 1
O=C(c1ccccc1)N(NC(=O)C(O)(c1ccccc1)c1ccccc1)c1cccc(F)c1 | -1 | 101 | -2 | -1.6 | 4 | -2 | 4 | -1 | 0

Single records (already shown). Order of values: TPT1 inh, CR mimetic SO, core dimer inh, PP5 primary, EBNA-1 inhibitor, ZTA DNA inh, JMJD2C inh, PP1 inh, CTSL1 counter
COc1ccc(CCC2(C)NC(=O)NC2=O)cc1 (configuration not stated) as listed: 0, 103, -1, 1.7, 2, -12, 3, -8, -6
O=C(O)c1ccc(CSc2nnc(-c3cccnc3)n2-c2ccc(Br)cc2)cc1 as listed: -1, 87, -23, 1.8, 0, -9, -10, 2, -3
CCOc1cc(/C=N/n2cnnc2)ccc1O as listed: -3, 94, -6, 0.7, 16, -9, -2, -2, -2

Continuation:
SMILES | TPT1 inh | CR mimetic SO | core dimer inh | PP5 primary | EBNA-1 inhibitor | ZTA DNA inh | JMJD2C inh | PP1 inh | CTSL1 counter
Cc1nn(C)c(C)c1C1C(C#N)=C(N)OC2=C1C(=O)CCC2 (configuration not stated) | 2 | 94 | 0 | -0.3 | 8 | 7 | 0 | -1 | 0
O=C(OCC(=O)N1CCN(c2ccccc2)CC1)c1cnc(Cl)c(Cl)c1 | -2 | 79 | 2 | -3.2 | 1 | 4 | 6 | -2 | -5
O=C(N/N=C/CCc1ccccc1)C1CCCCC1 | -2 | 95 | -7 | 0.5 | 3 | 8 | -1 | 0 | 2
CCC/C(C)=N/NC(=O)c1ccccc1O | -4 | 88 | -9 | -5.8 | 1 | -10 | -3 | -4 | 0
CCC1C(=O)n2nc(-c3ccccc3)cc2N=C1C (configuration not stated) | 1 | 93 | -6 | 1.8 | -3 | -7 | 6 | 3 | -2
COc1ccc(N(CC(=O)Nc2ccc(OC)cc2OC)S(=O)(=O)c2ccccc2)cc1 | -1 | 96 | -3 | -0.3 | 0 | 0 | -3 | -2 | 9
COc1ccc(C(=O)CN2C(=O)NC3(CCCCCC3)C2=O)c(OC)c1 | -3 | 100 | -2 | 1.2 | 1 | 0 | 2 | -7 | -2
Fc1ccc(CNn2cnnc2SCc2ccc(F)cc2)cc1 | -3 | 101 | -1 | 2.6 | -8 | -11 | 4 | 1 | 2
CCOC(=O)N1CCN(S(=O)(=O)c2ccc3c(c2)CCN3C(=O)C2CCC2)CC1 | -2 | 103 | -4 | 0.7 | -3 | 1 | 2 | -2 | 4
CCN1CCN(Cc2ccc(C(=O)Nc3ccc(C)c(NCc4cnc(NC(=O)OC)cn4)c3)cc2C(F)(F)F)CC1 | -3 | 98 | -17 | -0.1 | 8 | -5 | 4 | 1 | 2
Cc1cccc(NC(=O)CSc2n[nH]c(-c3ccncc3)n2)c1C | -2 | 111 | -18 | 2.8 | 3 | -16 | 8 | 0 | 0
CCN1C(=O)c2cccc3c(S(=O)(=O)NCc4ccco4)ccc1c23 | -2 | 98 | -9 | 3.1 | 1 | 2 | 2 | -1 | -1
Cc1ccc(NC(=O)c2cc(NC(=O)C3CC=CCC3C(=O)O)ccc2N2CCOCC2)cc1Cl (configuration not stated) | -1 | 113 | 6 | 1.6 | 9 | -16 | 2 | -2 | 3
COc1cccc(-n2nc(C(C)=O)c(=O)[nH]c2=O)c1 | 1 | 105 | 9 | 2.6 | 4 | 11 | 5 | -1 | 2
O=C(CN1CCOCC1)NCc1ccc(F)cc1 | 1 | 75 | -1 | 7.2 | 2 | 6 | -6 | -1 | -2

From PubChem
